# Screening data: PubChem BioAssay, several laboratories
# E-sel TNF inh: TNF alpha driven E-selectin expression inhibition; HUVEC TNFa-induced E-selectin immunofluorescence, high content; inhibition, % at 2 µM; hit rate 0.71% among 120,000; AID 1246;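 active means inhibition above the batch mean plus 3 SD, and confirmed as a hit on visual image review, cut at about 43% in these data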;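 further: 0% = TNF-stimulated DMSO wells and 100% = unstimulated control wells; not every result past the cut was called active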
# NPY Y2 blocker: antagonists of human neuropeptide Y receptor Y2 | P49146 | NPY-Y2 expressing cells, antagonist mode | AID 793 | hit rate 0.99% among 140,000 | inhibition, % at 2.7 µM; in the data active means inhibition above about 17%;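 further: 0% = vehicle with agonist challenge and 100% = reference antagonist with challenge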
# Target sequence (P49146 whole entry, looked up): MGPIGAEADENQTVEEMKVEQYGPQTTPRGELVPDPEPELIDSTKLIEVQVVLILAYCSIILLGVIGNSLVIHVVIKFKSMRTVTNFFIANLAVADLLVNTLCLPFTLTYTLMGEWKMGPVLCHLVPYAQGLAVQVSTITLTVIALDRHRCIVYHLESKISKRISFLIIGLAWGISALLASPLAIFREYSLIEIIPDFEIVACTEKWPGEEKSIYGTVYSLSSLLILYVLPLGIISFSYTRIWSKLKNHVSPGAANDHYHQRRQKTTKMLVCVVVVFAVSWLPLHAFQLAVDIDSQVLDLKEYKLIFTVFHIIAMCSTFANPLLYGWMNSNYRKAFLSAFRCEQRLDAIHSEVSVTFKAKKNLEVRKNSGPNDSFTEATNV
# BB579 growth dn: yeast BB579 growth reduction in restrictive medium | S. cerevisiae BB579 growth, OD615, 48 h | inhibition, % at 10 µM | hit rate 0.51% among 140,000 | AID 804;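 active means inhibition above a set limit, 3 SD over the mean compound inhibition, cut at about 44% in these data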; further: inactives centre near -24
#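 test system = yeast BB579 (DeaD) | buffer or medium = restrictive CSMM-D medium | doses = single compound dose of 10 µM, 0.25% DMSO final | times = 4 h preincubation and 48 h exposure at 30 °C | technique = culture absorbance at 615 nm | benchmarks = amphotericin B 10 µg/mL, positive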
# MRP1 act: activates MRP-1. H69AR cells + doxorubicin, viability rescue, CellTiter-Glo. viability increase, % at 10 µM. hit rate 0.61% among 140,000. AID 799;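 active means viability gain under doxorubicin at or above a set limit, the compound median plus 3 SD, cut at about 4.7% in these data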;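 further: MRP-1 overexpressing cells given doxorubicin 25 µM after compound pretreatment; 18-22 h compound pretreatment then 72 h with doxorubicin before readout; 0% = doxorubicin-only wells and 100% = vehicle-treated cells without doxorubicin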
# Phagocytosis inh: macrophage phagocytosis inhibition; J774A.1 macrophage IgG-bead phagocytosis, imaging; inhibition, % at 5 µM; hit rate 0.07% among 110,000;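 active means inhibition above the mean of the plate negative controls plus 5 SD, cut at about 13% in these data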;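 further: phagocytic index as fraction of beads internalized from green versus red external bead signal; plate controls were DMSO negative control for no effect and cytochalasin-D positive control for full effect; some results beyond the cut were filed as inactive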
# Measles CPE: protection of cells from measles virus; Measles virus-infected cells, CPE protection, absorbance; protection (pct of control), % at 4 µM; hit rate 1.5% among 140,000; in the data active means protection mostly above about 24%, no sharp cut-off; inactive means mostly below about 26%; further: some compounds called inactive have numbers as strong as hits
# bCat KO growth: beta-catenin-lacking colon tumor cell growth suppression; AID 818; HCT116 beta-catenin knockout viability, CellTiter-Glo, 60 h; stronger effect = lower value; viability, % at 10 µM; hit rate 1.5% among 140,000;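 active means viability at or under a set limit, the compound median less 4 SD, cut at about 6% in these data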;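 further: 0% = Hyamine 1622 control at 20 µM and 100% = untreated cell control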
# GALR2 blocker: antagonists of human galanin receptor 2 (GALR2); hit rate 0.39% among 140,000; inhibition, % at 4 µM; GALR2-expressing cells, antagonist mode; O43603; in the data active means inhibition above about 27%;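 further: cells stimulated with galanin 1-16 at roughly its EC80; 0% = agonist challenge control and 100% = basal control without agonist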
# Target sequence (O43603 whole entry, looked up): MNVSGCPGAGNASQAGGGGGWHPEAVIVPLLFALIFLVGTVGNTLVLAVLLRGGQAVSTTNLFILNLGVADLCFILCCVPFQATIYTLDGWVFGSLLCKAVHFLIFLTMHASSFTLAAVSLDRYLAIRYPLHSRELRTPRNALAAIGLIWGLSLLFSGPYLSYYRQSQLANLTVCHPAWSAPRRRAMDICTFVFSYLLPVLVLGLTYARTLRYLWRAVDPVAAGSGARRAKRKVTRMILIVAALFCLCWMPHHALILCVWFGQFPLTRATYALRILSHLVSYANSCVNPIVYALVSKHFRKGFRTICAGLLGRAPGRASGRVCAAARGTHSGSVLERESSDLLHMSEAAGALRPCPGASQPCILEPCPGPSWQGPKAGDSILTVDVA
# HCT116 PTEN-null: PTEN-deleted cell growth suppression; HCT116 PTEN-null viability, CellTiter-Glo, 60 h; stronger effect = lower value; viability, % at 10 µM; hit rate 1.2% among 140,000;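 active means viability at or below a set limit, 4 SD under the median of all tested compounds, cut at about 3.7% in these data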;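 further: PTEN knockout HCT116 line with beta catenin targeted HCT116 as companion control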
# Yeast lifespan up: extends the lifespan of yeast; inhibition of the nicotinamide effect, % at 10 µM; S. cerevisiae growth with nicotinamide, OD615; deaD strain in restrictive glucose medium; AID 775; hit rate 0.68% among 130,000;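 active means inhibition above a set limit, placed 3 SD over the median of all compounds, cut at about 26% in these data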;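 further: 0% = nicotinamide-treated wells and 100% = cells grown without nicotinamide; some compounds called inactive have numbers as strong as hits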
#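 System: Modified budding yeast, DeaD strain | Buffer or medium: Restrictive glucose medium | Also added: 1.5 mM nicotinamide | Doses: 10 µM single point, 0.25% DMSO | Schedule: 48 h compound exposure at 30 °C, humidified | Detection: Absorbance at 615 nm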
# * marks the source's active call; other numbers are inactive results; / = not tested or not shown.
molecule	BB579 growth dn	Phagocytosis inh	Measles CPE	GALR2 blocker	MRP1 act	E-sel TNF inh	bCat KO growth	HCT116 PTEN-null	Yeast lifespan up	NPY Y2 blocker
O=C(COC(=O)c1cc(-c2cccs2)nn1-c1ccccc1)Nc1ccc(F)c([N+](=O)[O-])c1	-48	-1	11	-8	-3.3	/	81	96	-3	4
COc1ccc(-n2nc(C(=O)NCC(=O)NCC3CCCO3)c3ccccc3c2=O)cc1 (stereo unspecified)	-5	5	7	-2	-0.8	5	98	99	-8	3
Cc1cc(C2C(C#N)=C(N)OC3=C2C(=O)CC(C)(C)C3)c(C)s1 (stereo unspecified)	-40	/	5	9	-3.0	-9	93	77	-3	2
Cc1cc(C)cc(NC(=O)CCNS(=O)(=O)c2ccc3c(c2)oc(=O)n3C)c1	-5	/	12	6	-1.9	-26	96	98	-3	0
COC(=O)c1ccc(NS(=O)(=O)c2ccc3c(c2)oc(=O)n3C)cc1	14	0	8	/	4.0	/	91	99	-13	/
Cc1ccc(NC(=O)CN2C(=O)S/C(=C\c3ccc(-c4cccc(C(=O)O)c4C)o3)C2=O)cc1	-30	3	8	1	0.8	/	98	110	3	-1
COc1ccc(CNC(=S)Nc2cccc(C)c2C)cc1	-19	1	21	-13	-5.1	-6	93	95	-5	10
CC(=O)/C(=N\Nc1ccc(Cl)cc1Cl)Sc1nnc(-c2ccccc2)n1-c1ccccc1	-46	-11	14	4	-3.9	38	18	64	-4	2
Cc1ccccc1NC(=O)C1CC(Cl)=CCC1C(=O)O (stereo unspecified)	5	0	3	-9	-0.9	11	104	104	-11	-1
Cc1ncc(S(=O)(=O)c2ccccc2)c(-c2ccc(Cl)cc2Cl)n1	-20	2	0	-7	-1.8	-32	93	94	-4	2
O=C(CN1CCC(n2nnc3cc(C(F)(F)F)ccc32)CC1)Nc1ccc2c(c1)OCCO2	-60	0	16	0	-0.9	-31	86	98	-7	4
COc1ccccc1N1CCN(C(=O)c2ccc(Cl)c(S(=O)(=O)NCc3ccco3)c2)CC1	-28	/	14	-9	-3.3	6	28	29	-4	5
CN([C@@H](Cc1ccc(OS(=O)(=O)c2cccc3cnccc23)cc1)C(=O)N1CCN(c2ccccc2)CC1)S(=O)(=O)c1cccc2cnccc12	-54	/	46	9	0.9	/	64	63	6	-1
COc1ccc(NC(=O)CSc2ncccc2C(=O)OC(C)C)cc1OC	-36	0	10	19	0.6	-10	37	58	-10	5
O=C(Cc1cccs1)N/N=C/C(Br)=C/c1ccccc1	-42	/	48*	6	-3.2	-37	76	61	-1	0
CCn1c(=O)c(NC(=O)c2ccccc2)c2n(c1=S)CCCCC2	-40	-2	15	5	-3.0	/	83	88	-14	5
N#Cc1c(-c2ccc(Br)cc2)nc2n(c1=O)CCCS2	24	1	23	4	1.5	-16	87	77	-15	0
CCC(=O)N(CCc1ccccc1C)Cc1cc2cc3c(cc2[nH]c1=O)OCO3	-18	2	7	5	-0.1	5	89	98	-5	-2
CC(C)(C)NC(=O)C(c1ccncc1)N(C(=O)c1csnn1)C1CC1 (stereo unspecified)	-37	1	7	-9	-2.3	/	98	96	-28	1
CCNC(=O)N(C)c1nncnc1C(=O)NC	-1	2	21	0	-0.9	6	101	98	-17	2
Cc1ccc(C(=O)N/C(=C/c2ccc(Cl)cc2)C(=O)Nc2cccc(C(=O)O)c2)cc1	-7	-6	1	-1	-0.7	-10	105	100	1	0
Cc1ccc(S(=O)(=O)C2CCOC2=O)cc1 (stereo unspecified)	-18	0	9	-8	-0.6	/	94	109	0	0
Cc1ccc(C2CC(=O)N3CN(c4ccc(Br)cc4)CSC3=C2C#N)o1 (stereo unspecified)	-13	1	9	-10	-1.4	9	45	58	-5	1
N#C/C(=C\c1ccc(/C=C(/C#N)c2nn(CCO)c(N)c2C#N)cc1)c1nn(CCO)c(N)c1C#N	-5	-15	13	-2	1.9	/	83	94	-2	8
N#CCCN(C1CCCCC1)S(=O)(=O)c1cccc2nsnc12	-17	1	3	4	-1.9	0	88	92	5	1
Oc1cccc(-c2nc3ccccc3s2)c1	18	-1	9	9	-2.0	-7	78	85	-22	1
CCOC(=O)NC1(C(F)(F)F)NC(=O)N(c2cccc(C(F)(F)F)c2)C1=O (stereo unspecified)	-36	-9	37	3	0.8	/	92	99	8	2
COCc1nnc(NC(=O)c2cccs2)s1	-10	-2	9	-3	-1.1	-6	90	96	-8	0
COc1cccc(C2=N/C(=C\N(C)C)C(=O)O2)c1	34	0	13	-5	-0.7	25	97	105	-11	-2
CC(NC(=O)c1nn(C)c(=O)c2ccccc12)c1ccc(F)cc1 (stereo unspecified)	-7	-2	3	1	-0.7	/	100	85	-4	4
O=C(O)CCSc1nc2ccccc2s1	-26	-2	7	10	-1.2	-8	105	112	-6	10
O=C(/C=C/c1cccc([N+](=O)[O-])c1)NC(=S)Nc1ccc(CN2CCOCC2)cc1	-14	-5	34	-1	-2.2	/	63	76	-5	-1
Cc1ccc(-n2nnnc2SCC(=O)Nc2cccnc2Cl)cc1	-48	-11	1	-11	-2.6	/	95	90	8	2
COc1ccc(N/C=C(/C(C)=O)c2ccccc2)cc1	-3	-1	7	5	0.5	-21	88	97	-1	2
Cc1c(C(=O)NCCN2CCOCC2)oc2ccc(S(=O)(=O)N3CCCCCC3)cc12	-8	0	7	8	-1.4	-11	73	66	-24	2
Cc1ccc(CNC(=O)C(OC(=O)c2ccco2)C(C)C)cc1 (stereo unspecified)	-7	-2	7	10	-0.1	-12	98	89	-5	4
O=C(NCc1ccc2c(c1)OCO2)C1(S(=O)(=O)c2ccccc2)CC1	-21	/	2	3	-2.5	5	92	98	/	3
CCCCNC(=O)CN(c1cccc(F)c1)S(C)(=O)=O	-2	/	13	-1	0.1	-21	96	95	/	0
CCc1ccccc1NC(=O)C1c2ccccc2Oc2ccccc21	-14	-2	4	-57	-2.3	7	93	87	1	7
Cc1cc(C)cc(N(C(=O)c2ccc3c(c2)OCO3)C2C=CS(=O)(=O)C2)c1 (stereo unspecified)	13	/	4	22	-0.7	-41	99	110	-15	2
S=C(NCc1ccco1)N/N=C/c1ccc(Cl)cc1	-39	0	6	-10	-1.1	/	98	79	-3	6
C/C=C/Cn1c(SC)nc2c1c(=O)[nH]c(=O)n2C	-20	/	7	8	-3.4	-38	99	96	-16	2
CCN(CC)c1nc(-c2ccccc2)cc(C(F)(F)F)c1C#N	-40	-1	9	5	-2.6	34	80	86	-26	5
CCOC(=O)c1[nH]c2ccccc2c1NC(=O)c1ccc2c(c1)OCO2	-11	0	24	1	-4.7	4	86	90	-8	2
COc1ccc(C(=O)c2c[nH]c(C(=O)NCc3cccs3)c2)cc1	-25	/	25	1	-2.0	-37	107	94	-9	3
C1CCCN(CCCCN2CCCCCC2)CC1	-20	-1	16	-5	-3.1	17	92	93	-1	0
CCn1c(SCC(=O)N2CCN(c3ccc(F)cc3)CC2)nc2ccccc2c1=O	3	-4	11	-16	-3.3	0	81	87	-9	1
COCCNC(=O)C(OC(=O)c1cccs1)c1ccccc1 (stereo unspecified)	-23	-1	4	-11	-2.3	-11	89	108	13	5
COC(Cc1nnc(SC)n1-c1ccc(Cl)cc1)OC	-25	/	11	10	-0.6	11	85	92	-8	2
CCN1CCC(NC(=O)c2cc(OC)c(OC)cc2OC)CC1	-41	0	12	6	-1.2	-6	101	103	-1	4
COC(=O)c1ccc(-c2nn(C)c(=O)c3ccccc23)cc1	7	0	10	2	-1.1	/	92	95	-10	4
CCOC(=O)C1=C(C)NC(=O)C(C(N)=O)C12CCCC2 (stereo unspecified)	20	-1	8	-9	-0.8	/	91	102	-5	3
O=C(CCCCCN1C(=O)c2ccccc2C1=O)NCCc1nc2ccccc2[nH]1	-44	0	31	4	-0.5	-5	92	116	-1	3
Cc1ccccc1-c1nsc(SCC(=O)Nc2ccc3c(c2)OCO3)n1	-6	-11	7	5	-2.2	/	31	32	1	11
O=C(Oc1cccnc1)c1cccc(Cl)c1	-7	0	18	2	0.3	24	106	108	-4	1
CCCC(=O)Nc1c(-c2ccccc2)c(=O)c(C)nn1-c1ccc(Cl)cc1	-3	/	3	4	-2.5	/	103	99	3	1
COc1cccc(NC(=O)COC(=O)c2ccco2)c1	-4	/	8	1	-2.4	-3	95	98	-11	1
CCN(CC)S(=O)(=O)c1cccc(NC(=O)c2cc(-c3cccs3)nn2-c2ccccc2)c1	1	-5	4	-5	1.5	21	98	87	-1	5
COc1ccccc1NC(=O)CSc1nnc(-c2ccccc2)o1	-27	0	29	-5	0.9	/	69	72	-14	3
CC(C)(C)c1nnc(NC(=O)Cc2ccccc2[N+](=O)[O-])s1	19	-2	22	0	-1.5	/	87	93	8	2

# (listing goes on)
molecule	BB579 growth dn	Phagocytosis inh	Measles CPE	GALR2 blocker	MRP1 act	E-sel TNF inh	bCat KO growth	HCT116 PTEN-null	Yeast lifespan up	NPY Y2 blocker
Cc1ccc(-n2c3c(c(=O)[nH]c2=S)C(C(F)(F)F)(C(F)(F)F)NC(=O)N3)cc1	13	0	6	-11	0.0	18	109	110	-4	4
O=S(=O)(c1cc(Cl)cc(Cl)c1)N1CCCC1c1nc2ccccc2s1 (stereo unspecified)	-22	/	11	6	-0.7	14	87	80	-5	7
CNC(=O)c1ccc(N(Cc2ccccc2C)S(C)(=O)=O)cc1	-45	1	2	-12	-1.2	6	89	92	-2	3
CCN1CCN(Cc2nc(N)nc(Nc3ccc(C)c(C)c3)n2)CC1	-5	-1	11	8	-2.1	2	95	96	-9	-1
O=c1c(Cl)c(N2CCN(c3ccc(F)cc3)CC2)cnn1C12CC3CC(CC(C3)C1)C2	-40	/	15	-10	-3.2	/	24	32	3	2
CC(NC(=O)CCN1C(=O)c2ccccc2C1=O)c1ccc2c(c1)CCCC2 (stereo unspecified)	-10	-4	19	3	-1.5	5	93	101	2	4
O=C(C1CCC(CNS(=O)(=O)c2cccs2)CC1)N1CCCCC1 (stereo unspecified)	3	-2	1	-4	1.4	-6	109	88	-8	-1
COc1ccc(-c2nc3ccccc3c(=O)n2CCOc2ccc(C)cc2C)cc1	-26	-8	6	0	1.9	4	90	85	7	3
COc1cc(NC(=O)COC(=O)C2CC2)c(C)cc1[N+](=O)[O-]	4	-7	26	-6	-2.6	18	94	106	-3	3
O=C(CN1C(=O)COc2ccccc21)NCCCN1CCN(Cc2ccccc2)CC1	-49	0	7	6	-1.3	-37	94	99	6	2
O=C(NC1CCCC1)c1ccc(COCC(F)(F)F)o1	-17	9	6	3	-0.8	-13	90	86	-16	2
